IDE inh: cellular human IDE inhibition | HEK cells, FAbetaB cleavage, fluorescence polarization | P14735 | inhibition, % at 5.59 µM | AID 434962 | hit rate 0.41% among 320,000;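 active = percent inhibition above the average of all tested compounds plus 3 SD, set per screening campaign, cut at about 16% in these data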;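 note: IDE supplied by intact live HEK cells; FP after avidin binding of uncleaved biotin substrate so inhibition keeps polarization high; 0% = DMSO wells and 100% = 60 µM reference IDE inhibitor Ii1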
Target sequence (P14735 whole entry, looked up): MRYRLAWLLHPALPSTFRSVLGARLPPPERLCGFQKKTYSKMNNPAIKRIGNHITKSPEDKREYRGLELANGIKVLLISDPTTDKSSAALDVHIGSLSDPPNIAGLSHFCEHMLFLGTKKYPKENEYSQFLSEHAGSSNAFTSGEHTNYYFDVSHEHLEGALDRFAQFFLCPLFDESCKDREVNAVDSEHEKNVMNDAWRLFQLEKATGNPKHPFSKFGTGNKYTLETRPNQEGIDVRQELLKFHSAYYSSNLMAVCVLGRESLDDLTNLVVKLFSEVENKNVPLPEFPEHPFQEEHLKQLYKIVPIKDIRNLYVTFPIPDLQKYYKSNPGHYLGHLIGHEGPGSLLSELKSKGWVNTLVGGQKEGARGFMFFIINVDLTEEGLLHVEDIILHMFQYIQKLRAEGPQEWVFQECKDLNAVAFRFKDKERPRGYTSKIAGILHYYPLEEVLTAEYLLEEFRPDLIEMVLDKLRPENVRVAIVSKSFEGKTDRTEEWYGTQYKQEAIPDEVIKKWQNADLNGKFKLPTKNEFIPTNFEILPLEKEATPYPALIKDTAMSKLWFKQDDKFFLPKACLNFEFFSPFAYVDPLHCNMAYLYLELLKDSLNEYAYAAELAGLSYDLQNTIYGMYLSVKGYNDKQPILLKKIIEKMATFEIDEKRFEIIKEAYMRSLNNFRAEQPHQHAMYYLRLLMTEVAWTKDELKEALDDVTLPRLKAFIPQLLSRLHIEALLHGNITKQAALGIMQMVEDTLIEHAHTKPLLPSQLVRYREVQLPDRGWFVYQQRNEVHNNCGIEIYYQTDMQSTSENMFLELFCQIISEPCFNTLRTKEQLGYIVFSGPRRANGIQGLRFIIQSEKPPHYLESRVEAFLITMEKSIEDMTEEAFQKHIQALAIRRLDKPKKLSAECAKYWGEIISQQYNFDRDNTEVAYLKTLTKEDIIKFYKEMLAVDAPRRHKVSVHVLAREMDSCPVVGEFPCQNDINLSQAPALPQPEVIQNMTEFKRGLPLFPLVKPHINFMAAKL
CRFBP-R2 block: blocks CRF-induced signaling of the CRF-BP/CRF-R2 complex; inhibition, % at 11.8 µM; AID 588475; hit rate 0.59% among 350,000; HEK293 CRF-R2/CRF-BP, CRF-induced calcium fluorescence;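 active = inhibition of the ligand-induced calcium signal above about 50% at the single tested concentration, limit read from the data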
CHRM5 PAM: CHRM5 positive allosteric modulation. P08912. CHO-K1 hM5, Fluo-8 calcium, ACh EC20 PAM; 0% = ACh EC20, 100% = ACh EC100. activation, % at 3 µM. hit rate 0.3% among 360,000. AID 624038;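 active = activation above the run cutoff, the mean activation of all test compounds plus 3 SD, cut at about 18% in these data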
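Assay system: CHO-K1 hM5 cells. Also added: acetylcholine at EC20 concentration, added after compound. Dosing: 3 µM, single dose. Times: compound preincubation 140 s before EC20 acetylcholine addition. Signal: Fluo-8 calcium fluorescence. Measure: % activation relative to EC20 and EC100 ACh responses. Repeats: singlicate, one well per test compound.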
CHRM5 agonist: agonists of human muscarinic M5 receptor (CHRM5) | P08912 | CHO-K1 hM5 cells, Fluo-8 calcium fluorescence; 0% DMSO wells, 100% maximal acetylcholine response | activation, % at 3 µM | hit rate 0.19% among 360,000 | AID 624037;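 active = activation above the run's mean over test compounds plus 3 SD, cut at about 23% in these data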;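 note: signal is peak over basal fluorescence ratio across the kinetic read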
M5 antag: CHRM5 antagonism in calcium assay; P08912; hit rate 0.59% among 360,000; inhibition, % at 3 µM; CHO-hM5 cells, Fluo-8 calcium fluorescence, ACh EC80; AID 624040;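 active = inhibition above a per-plate cutoff, the mean of that plate's test compounds plus 3 SD, cut at about 27% in these data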;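 note: 0% = acetylcholine EC80 with DMSO and 100% = DMSO without agonist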
CRFR2-BP ag: CRF-BP/CRF-R2 complex agonism; hit rate 0.46% among 350,000; activation, % at 13.2 µM; HEK293 CRF-R2/CRF-BP, calcium dye fluorescence (FLIPR); percent of saturating CRF peptide response;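 active = activation of at least 50%, plus an integration ratio under a set limit after plate pattern correction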;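 note: plate controls were neutral control wells without compound for no effect and CRF at EC100 for full effect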
M4 antag: blocks acetylcholine activation of human M4 receptor | CHO-hM4 cells, ACh EC80, Fluo-8 calcium fluorescence | inhibition, % at 3 µM | P08173 | hit rate 0.73% among 360,000;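 active = inhibition above its plate's cutoff, the mean inhibition of sample wells plus 3 SD, cut at about 27% in these data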;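 note: 0% = acetylcholine EC80 with DMSO and 100% = DMSO without agonist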
M4 PAM: CHRM4 positive allosteric modulation. hit rate 0.4% among 360,000. P08173. CHO-K1 hM4/Gqi5, Fluo-8 calcium fluorescence, ACh EC20; 0% = ACh EC20, 100% = maximal ACh. activation, % at 3 µM;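 active = activation above its plate's cutoff, the mean activation of sample wells plus 3 SD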; note: some results filed as inactive read as strong as hits
M4 ag: agonists of human muscarinic M4 receptor (CHRM4); P08173; CHO-K1 hM4/Gqi5, Fluo-8 calcium fluorescence; vehicle 0%, full acetylcholine response 100%; activation, % at 3 µM; hit rate 0.14% among 360,000; AID 624127;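 active = activation above the run mean over all test wells plus 3 SD, cut at about 32% in these data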;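 note: peak over basal fluorescence ratio per well then scaled between controls; 0% = DMSO wells and 100% = acetylcholine at EC100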
Active calls of the source: *; · = no result given; & = joins results of further samples.

SMILES	IDE inh	CRFBP-R2 block	CHRM5 PAM	CHRM5 agonist	M5 antag	CRFR2-BP ag	M4 antag	M4 PAM	M4 ag
C=CCn1c(SCC(=O)Nc2ccccc2OC)nc2c([nH]c3ccccc32)c1=O	6.6	2.7	3.1	-3.5	-8.7	1.7	5.7	-2.7	-0.3
CCOC(=O)c1nnn(-c2nonc2N)c1-c1ccc(C)cc1	-6.5	4.7	-0.4	-6.4	-2.5	-0.2	3.1	8.7	0.1
CCN1C(=O)/C(=C/N2CCc3ccccc32)SC1=S	-3.2	-28.5	-3.2	-1.0	1.0	27.3	3.0	-3.9	1.2
CC(=O)c1ccc(NC(=O)Nc2ccc(Cl)cc2)cc1	0.1	5.2	-20.6	10.2	24.0	13.0	5.8	-14.5	27.5
Nc1cc([N+](=O)[O-])cc2oc(-c3ccccc3)cc12	0.7	3.8	-11.1	4.9	20.9	-0.1	2.3	-8.2	7.6
C=CCn1c(-c2cccc(OCC)c2)n[nH]c1=S	3.3	-16.7	-1.3	-2.0	21.9	0.1	5.6	2.6	0.9
CN(C)c1cccc(C(=O)NCc2ccccc2)c1	-1.2	16.7	-15.4	0.0	17.6	-2.2	-3.5	-6.2	15.7
CN1C(=O)Cc2cc(S(=O)(=O)N3CCOCC3)ccc21	4.7	-29.3	-0.5	-3.5	1.3	1.4	-9.4	7.1	0.7
CC1CCCN(C(=O)CCNS(=O)(=O)c2ccc(Br)cc2)C1 (stereo not given)	5.0	-6.5	0.9	4.2	5.2	-1.1	-17.6	5.5	3.2
N#Cc1nc(COc2ccc(Cl)cc2)oc1N1CCCCCC1	0.1	14.9	-17.4	-9.2	4.6	1.0	-1.1	-14.2	-1.1
COc1cccc(NC(=O)CNC(C)CCC(C)C)c1 (stereo not given)	3.5	-17.3	1.1	5.0	0.9	2.1	3.4	14.3	9.9
O=C(Nc1ccc(N2CCN(C(=O)c3ccccc3)CC2)cc1)c1ccc2c(c1)OCCO2	5.0	-7.9	-4.3	2.2	-0.6	-0.6	-6.8	-4.4	17.9
O=C(O)c1cn(-c2ccccc2)nc1-c1ccncc1	-7.4	-21.0	-2.7	0.7	3.3	0.9	1.0	-7.7	0.7
CN(CCN1CCOCC1)C(=O)c1cc(COc2ccc(F)c(F)c2)on1	0.1	17.2	-0.5	-2.7	0.1	3.5	6.4	6.2	1.8
O=C(OCc1cn([C@H]2C[C@H](c3ccc(Cl)cc3)N(Cc3cccs3)C[C@@H]2O)nn1)c1ccccc1	·	-7.6	-2.1	1.7	-4.8	1.2	-10.2	2.6	0.5
COc1ccc(CCNC(=O)/C=C/c2ccco2)cc1OC	0.2	2.2	4.7	-2.5	6.0	0.5	-8.7	-1.0	0.2
CC(C)(C)c1ccc(/C=C2\SC(=O)N(CCNC(=O)c3cccc(S(=O)(=O)N4CCOCC4)c3)C2=O)cc1	0.5	-15.0	1.1	-2.2	3.1	7.3	-1.9	-4.4	5.3
CCOCCCn1c(SCC(=O)Nc2ccccc2OC)nc2ccccc2c1=O	3.8	19.6	-8.4	-1.8	11.0	0.9	6.1	-4.0	3.6
CN(CCO)CCOCCOc1cccc2ccccc12	-5.5	2.1	-3.9	-8.4	-1.9	-2.4	2.3	3.3	1.6
CN1CCN(C(=O)c2cc(COc3c(F)cccc3F)on2)CC1c1ccccc1 (stereo not given)	-0.5	-4.3	-9.9	-3.3	17.4	-1.1	-8.3	8.8	4.4

Of the compounds above, these contain fluorine:
SMILES	IDE inh	CRFBP-R2 block	CHRM5 PAM	CHRM5 agonist	M5 antag	CRFR2-BP ag	M4 antag	M4 PAM	M4 ag
CN(CCN1CCOCC1)C(=O)c1cc(COc2ccc(F)c(F)c2)on1	0.1	17.2	-0.5	-2.7	0.1	3.5	6.4	6.2	1.8
CN1CCN(C(=O)c2cc(COc3c(F)cccc3F)on2)CC1c1ccccc1 (stereo not given)	-0.5	-4.3	-9.9	-3.3	17.4	-1.1	-8.3	8.8	4.4

Continuation.
SMILES	IDE inh	CRFBP-R2 block	CHRM5 PAM	CHRM5 agonist	M5 antag	CRFR2-BP ag	M4 antag	M4 PAM	M4 ag
Cc1ccc(S(=O)(=O)CC(=O)Nc2c(C)n(C)n(-c3ccccc3)c2=O)cc1	5.3	3.5	-2.9	-0.7	9.9	-4.2	-6.0	-2.3	0.3
CC(=O)N1c2ccc(S(=O)(=O)N3CCCC3C(=O)NCc3ccc(Cl)cc3)cc2CC1C (stereo not given)	-0.5	10.7	-0.6	-1.7	-3.8	-2.3	-4.7	8.7	2.6
Cc1onc(C(=O)NCc2cccs2)c1[N+](=O)[O-]	-2.8	4.5	-6.2	-3.1	10.0	0.8	-1.3	5.9	1.7
O=C(COc1ccccc1Cl)Nc1ccc2[nH]c(=O)[nH]c2c1	·	7.0	3.4	-3.2	-0.5	0.1	-3.8	7.1	4.2
O=C(O)C1CCC(=O)N(C2CCCCC2)C1c1ccccc1 (stereo not given)	4.7	32.7	-1.9	0.4	2.3	-1.7	6.0	1.5	0.2
CC(OC(=O)CN1C(=O)c2ccccc2C1=O)C(=O)NCc1ccccc1 (stereo not given)	-4.6	7.7	1.2	-0.9	0.1	2.0	-1.0	0.1	0.8
COc1ccc(-c2c(-c3cc(OC)cc(OC)c3)n(C)c3ccc(-c4ccc(OC)cc4F)cc23)cc1	1.1	-6.3	13.3	1.2	4.3	1.6	-6.9	0.2	0.5
COc1ccc(-c2ccc(CN3C(CC(C)C)C(=O)N(Cc4cn(CCC5OCCO5)nn4)CCS3(=O)=O)cc2)cc1OC (stereo not given)	·	3.2	-0.7	2.5	-7.3	0.2	-27.5	-5.4	13.3
COc1ccc(CCNC(=O)COC(=O)c2ccc(Br)o2)cc1OC	2.1	-3.8	-3.2	0.2	0.5	2.5	4.0	9.1	1.6
Cc1cccc(NC(=O)CSc2nnc(C)c(=O)n2N)c1	2.3	-2.1	1.1	-0.3	8.4	-0.5	2.6	-2.3	3.5
COc1ccc(CN2CC[C@@H]3CN(C(C)=O)[C@H](c4ccccc4Br)C[C@@H]32)cc1	·	·	1.2	-5.7	-7.2	·	-25.0	-1.6	0.6
O=C(Nc1nc2ccc(Cl)cc2s1)c1ccco1	4.4	-2.5	-2.9	6.1	11.4	-0.1	-8.0	6.7	3.7
CCN(c1cccc(C)c1)S(=O)(=O)c1csc(C(N)=O)c1	2.6	-3.9	-7.6	-1.7	8.6	-0.6	6.7	-6.4	0.5
CN(C)/C=C/c1[nH]c(=O)[nH]c(=O)c1[N+](=O)[O-]	1.2	2.1	8.1	1.4	-1.5	-0.1	5.8	24.2	0.6
COc1ccc(N2CC(NC(=O)NC(C)(C)C)CC2=O)cc1 (stereo not given)	5.4	-18.6	5.0	-0.4	-5.8	0.4	1.8	0.9	0.2
CN(C)c1cccc(NC(=O)c2ccco2)c1	-1.9	0.2	5.8	4.6	-3.0	-0.8	4.1	5.5	1.0
Cc1cc(N/C=C2\CCCCC2=O)no1	-0.5	20.6	-4.8	0.3	-2.1	-1.4	-5.4	4.9	-0.7
CC(=O)Nc1cnc(-c2ccccc2C(F)(F)F)cn1	·	·	1.8	-0.2	2.1	·	-3.9	4.0	1.1
CCc1ccc(OCC(O)CN2CCN(c3ccccc3)CC2)cc1 (stereo not given)	1.8	-4.4&-0.5	11.0&-9.1	-5.0&-2.3	-8.3&4.6	-2.4&-0.5	-14.4&-11.4	1.0&2.4	1.5&2.8
CCOC(=O)C1=NNC2(CC(=O)N(c3cc(C)cc(C)c3)C2=O)C1 (stereo not given)	1.1	-1.5	2.5	-0.4	9.2	-1.4	1.0	-2.2	0.6
CCN(c1ccc(OC)cc1)S(=O)(=O)N1CCCC(C(=O)NC(C)c2ccccc2)C1 (stereo not given)	·	·	-8.3	16.6	-4.5	·	-7.4	-6.9	7.0
CCOc1ccccc1CNCc1ccc(F)cc1	-0.3	-5.7	2.2	-2.6	11.1	-1.1	2.8	-1.1	1.9
CC(C)CC(c1nnnn1CC1CCCO1)N1CCN(c2cccc(Cl)c2)CC1 (stereo not given)	-1.0	8.9	4.5	-2.9	-5.1	-2.5	-15.1	6.7	-0.7
Cc1ccc(NS(=O)(=O)c2ccc(CCC(=O)O)cc2)cc1	-6.8	31.6	-2.0	4.5	5.0	-5.8	9.2	-5.4	0.8
Cc1cc(C)n2cc(CSc3ccc(Br)cc3)nc2n1	-1.5	-4.5	3.2	1.6	12.4	0.4	-8.4	2.9	4.0
CCc1ccccc1NC(=O)CSc1nnc([C@H](CCSC)NC(=O)OC(C)(C)C)o1	-2.9	-0.1	2.0	-2.4	-4.6	-1.1	10.1	4.5	2.5
CCOc1ccc(NC(=O)c2ccc(S(=O)(=O)N(C)C)cc2)cc1	-1.8	9.0	-0.7	-0.2	1.1	2.0	-1.9	-4.9	2.6
Cc1ccc(N(C(=O)c2ccco2)C(C(=O)NC2CCCC2)c2ccco2)c(C)c1 (stereo not given)	3.4	-2.8	3.6	0.1	4.7	-0.7	-5.5	-7.8	1.2
O=C(Cn1cc(/C=N/O)c2ccccc21)N1CCOCC1	2.0	5.9	-0.7	-2.9	-7.0	-0.1	1.0	-0.3	0.7
CC(=O)Nc1ccc(S(=O)(=O)Nc2nnc(Cc3ccc(Cl)cc3)s2)cc1	0.3	0.4	7.8	-1.5	-7.2	-0.1	-14.5	8.0	2.8
O=C(Nn1c(-c2ccc(F)cc2)nc2ccccc2c1=O)C1CCCCC1	-0.3	0.9	-0.1	2.2	-4.8	-1.1	-2.6	1.9	0.5
CCOC(=O)c1c(C)[nH]c(C(=O)CSc2nnc(CC(C)c3ccccc3)o2)c1C (stereo not given)	0.5	-9.4	-7.8	-1.1	4.0	1.9	-2.1	-0.5	0.1
Cn1ccnc1C(=O)C1CCCN(Cc2cn[nH]c2-c2ccc(-c3ccccc3)cc2)C1 (stereo not given)	5.1	-5.8	0.9	-0.5	11.3	-0.6	3.3	2.2	3.3
O=C(c1ccc([N+](=O)[O-])cc1)N1CCN(C(=O)c2ccco2)CC1	3.8	0.6	3.3	0.5	6.8	-0.2	1.1	-1.3	-0.2
Cc1ccc(C(=O)NCC(=O)Nc2ccccc2C(F)(F)F)cc1	3.6	10.2	-5.6	-0.7	0.4	-3.1	-0.1	-1.0	1.1
O=C(C[C@H]1C/C=C\C[C@H](Cc2ccc(F)cc2)C(=O)OCCNC1=O)NCCO	2.8	-4.0	4.1	2.7	4.7	-0.6	-3.3	4.1	0.4
CC(C)CCN(N=O)[C@@H](Cc1ccccc1)CN(N=O)[C@@H](Cc1ccccc1)CN(C)N=O	0.1	2.4	6.7	2.6	-0.1	-0.6	-7.6	2.7	0.7
CN(C(=O)c1ccccc1Cl)c1ccccc1C(=O)NCCc1ccccc1	0.8	-10.9	1.3	5.3	0.1	-0.1	-7.0	1.2	7.8
CC(C)n1c(=O)c2ccccc2n1CC(=O)N1CCOCC1	·	·	1.3	1.6	3.1	·	-11.0	5.5	0.5
CCCn1c(SCC(=O)N2CCCCC2)nnc1C(C)C	1.7	3.3	3.2	0.0	19.8	-2.1	2.0	4.5	1.6
O=C(O)c1ccc(CNCc2ccccc2F)cc1	-0.7	-8.8	-12.7	2.2	6.2	-0.2	-0.7	-5.7	17.1
Cc1c(C2(O)CCCCC2)[nH]c2ccc(C(F)(F)F)cc12	-3.1	-28.8	-15.1	-1.9	-0.3	1.1	12.7	-16.6	8.4
